B2AR arrestin = beta2AR (human) beta-arrestin recruitment activity; actives 0.02% (n = 330,000); P07550; Potency, µM (highest dose often 46.1 µM), for the others: top-dose activation, actives largely listed as activators; beta-arrestin recruitment to beta2AR, cell-based reporter;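 also: potency is read from the fitted curve at half-maximal effect; 0% = DMSO controls and full agonism = EC100 isoproterenol or metaproterenol; nearly all actives have a fitted effect of over 65% in size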
MLL CXXC-DNA inh = MLL CXXC-DNA interaction inhibition. AID 2662. MLL-CXXC / FITC-HOXA9 DNA fluorescence polarization. Potency, µM (highest dose often 115 µM), inactives show top-dose activity change, negative = inhibition, most hits filed as inhibitors. actives 0.037% (n = 290,000). Q03164; active = well fitted inhibition curve with a large enough effect in the polarisation, with a control signal flat, not every such curve was filed as active; inconclusive = small, poorly fitted or top-dose-only effect, or effect the other way, or a change in a side signal; inactive = no such curve, though single readings can be large or run the other way; the % refers to the polarisation; also: potency is read from the fitted curve at half-maximal effect
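Purified MLL-CXXC (added from a 7 uM solution) was preincubated 5 min at ambient with pinned compounds in 50 mM Tris-HCl pH 7.5, 50 mM NaCl, 1 mM DTT, 0.05% BSA. Fluorescein-labeled HOX-A9 DNA (50 nM solution) followed, 30 min, then polarization read.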
USP2a block = blocks human ubiquitin-specific protease USP2a. USP2 core, Ub-CHOP2 coupled fluorogenic reporter, 485/531. actives 0.01% (n = 330,000). Potency, µM (top dose mostly 38.3 µM), without a hit: at the top dose activity change, negative = inhibition, actives largely listed as inhibitors. O75604. AID 463254;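 also: potency is read from the fitted curve at half-maximal effect; plate controls were DMSO wells for no effect and full inhibition by NEM control for full effect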
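Cell-free coupled assay: 10nM USP2 core preincubated 30min RT with compound in Tris-HCl pH 8.0/CaCl2/CHAPS buffer, then 25nM Ub-CHOP2 and 25nM reporter substrate; fluorescence (Ex 485/Em 531) read after 60min RT, normalized to NEM inhibition, concentration-response curves fitted.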
GALK inh = galactokinase (human) inhibition; P51570; Purified GALK, Kinase-Glo residual ATP luminescence; Potency, µM (doses to about 57.5 µM), for inactives: at the highest dose activity change, negative = inhibition, actives largely listed as inhibitors; actives 0.007% (n = 270,000); also: potency is read from the fitted curve at half-maximal effect; % is scaled to controls: 0 for no effect and ±100 for the full control effect
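Human GALK (5 nM) with 35 uM ATP and 100 uM galactose in 20 mM HEPES pH 8.0, 5 mM MgCl2, 60 mM NaCl, 1 mM DTT, 0.01% BSA. After 1 h at room temperature, leftover ATP was read by Kinase-Glo Plus luminescence.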
Giardia killer = Giardia lamblia killing. Giardia lamblia trophozoite viability. activity change, % at 7.66 µM, hits read low. actives 0.15% (n = 340,000). AID 540267; in the data active = activity change below about -80%; inconclusive = between about -30% and that limit;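 also: parasites exposed to compound for two days anaerobically before the ATP read; % is scaled to controls: 0 for no effect and ±100 for the full control effect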
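Killing of trophozoites was scored by loss of ATP luminescence after a 48 hrs anaerobic exposure to compounds at 37 deg C, using 100 cells per well.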
KCNH2 3.1 block = KCNH2 3.1 (human) potassium channel inhibition. U2OS KCNH2 3.1, thallium flux FluxOr; hits give low values. activity change, % (tested at about 1.8 µM). actives 0.95% (n = 340,000). AID 720553;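 active = maximum activity change below -70%; inconclusive = maximum activity change from -70% to -50%; inactive = maximum activity change above -50%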;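 also: thallium influx rate constant from kinetic fluorescence after stimulation buffer; % is scaled to controls: 0 for no effect and ±100 for the full control effect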
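Steps: virus added to U2OS suspension (4 h, RT, dark); medium with 10% FBS added, cells plated, 37 C overnight; FluxOr/Red40 loading buffer 45 min RT; stimulation buffer, 2 min kinetic read; rate constant normalized.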
PKM2 act = increases activity of human pyruvate kinase M2 | P14618 | purified PKM2, Kinase-Glo ATP luminescence, activation; response scale: 0% is enzyme alone, no compound | Potency, µM (series often up to 57.5 µM), inactives show at the top dose activation, hits mostly activators | actives 0.34% (n = 260,000); also: potency is read from the fitted curve at half-maximal effect; % is scaled to controls: 0 for no effect and ±100 for the full control effect; nearly all actives have a fitted effect of over 55% in size
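Purified hPK-M2 (>95% pure) converted ADP (0.1 mM final) to ATP with 0.5 mM PEP in 50 mM imidazole pH7.2, KCl, MgCl2, Tween 20, BSA; 1 h at room temperature. ATP detected by Kinase-Glo luminescence.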
TRPV1 agonist = activates the human vanilloid receptor TRPV1 | actives 0.19% (n = 320,000) | TRPV1-expressing cells, Fluo-8 calcium influx, agonist mode | activation, % at 8.33 µM | AID 540275 | Q8NER1; in the data active = activation above about 80%; inconclusive = between about 30% and that limit; also: 0% is about no effect
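TRPV1-expressing cells were cultured overnight at 35.5C and loaded with Fluo-8 calcium dye for 40 to 90 min at room temperature. After a 10 s baseline, compound was added and calcium influx was read kinetically for 3 min (ex 480/em 520 nm).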
Menin MLL FP TR = menin-MLL binding inhibition, Texas Red mutant peptide | O00255 | Menin + Texas Red MLL mutant peptide, fluorescence polarization | Potency, µM (highest dose often 61.6 µM), inactives show at the highest dose FP activity change, negative = inhibition, most hits filed as inhibitors | actives 0.23% (n = 270,000); active = well fitted inhibition curve with a large enough effect in the polarisation, with a control signal flat, not every such curve was filed as active; inconclusive = small, poorly fitted or top-dose-only effect, or effect the other way, or a change in a side signal; inactive = no such curve, though single readings can be large or run the other way; the % refers to the polarisation; also: potency is read from the fitted curve at half-maximal effect; % of control where 0% means no effect; many of its hits are not listed in these tables
hERG WT inh = inhibitors of human wildtype KCNH2 potassium channel | U2OS, BacMam KCNH2, thallium flux FluxOr; hits give low values | actives 0.37% (n = 340,000) | activity change, % at 1.84 µM | AID 720551 | Q12809;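 active = maximum activity change below -70%; inconclusive = maximum activity change between -70% and -50%; inactive = maximum activity change above -50%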; also: % is scaled to controls: 0 for no effect and ±100 for the full control effect
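U2OS cells transduced with wild-type KCNH2 virus are loaded with FluxOr dye for 45 min, and thallium flux is measured in kinetic reads before and after stimulation buffer. Rate constants are normalized to DMSO controls.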
FBPA coupling cs = coupling enzyme interference in Giardia aldolase counter-screen. coupling enzyme system counterscreen, AmpLite Red fluorescence. activity change, negative = inhibition, % at 58.2 µM, hits read low. actives 0.67% (n = 290,000); in the data active = activity change below about -30%; also: % is scaled to controls: 0 for no effect and ±100 for the full control effect
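Compounds tested against the coupling enzymes alone at 57.5 uM final; readout was AmpLite Red fluorescence (525/598 nm) after 20 min at RT.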
* marks the source's active call; other numbers are inactive results; ? = inconclusive; · = not tested or not shown; [ ] = remark or other dose. Unless noted, calls follow the shape of the dose curve; as a rule, active = well fitted curve in the direction sought with a large enough effect; inconclusive = small, poorly fitted or top-dose-only effect, or another doubt; inactive = no such curve, though single readings can be large; an effect the other way counts as inactive or inconclusive. A portion of the library. The share of hits here may be higher or lower than overall.

SMILES,B2AR arrestin,MLL CXXC-DNA inh,USP2a block,GALK inh,Giardia killer,KCNH2 3.1 block,PKM2 act,TRPV1 agonist,Menin MLL FP TR,hERG WT inh,FBPA coupling cs
CC(C)CN1C(=S)SC(C)(C)C1n1oc(=O)n(-c2ccc(Cl)cc2)c1=O (stereo not given),?,-20%,-9%,-2%,-11,1,-16%,2,10%,8,-2
CN1CCN(C(=S)Nc2ccc(S(N)(=O)=O)cc2)CC1,0.0%,-2%,0%,7%,-12,-4,-3%,1,41%[activator],-21,-2
Cc1ccc(S(=O)(=O)c2c[nH]c3ccc(C)cc3c2=O)cc1,-0.1%,10%,4%,·,-22,-7,·,-3,?,19,4
CCN(CC(=O)Nc1sc2c(c1C#N)CCCC2)Cc1nc2ccccc2c(=O)[nH]1,0.0%,-4%,-1%,0%,12,3,7%,10,-10%,6,0
Cc1ccc(NC(=O)CN(C)S(=O)(=O)c2cccs2)c(Br)c1,-0.2%,-1%,1%,0%,-3,8,2%,10,22%,-13,0
Cc1ccc(-c2csc(NC(=O)COC(=O)c3cccc(S(=O)(=O)N4CCOCC4)c3)n2)cc1,0.3%,?,2%,-1%,12,-8,-37%,0,-21%,12,1
Cc1ccc2c(c1)sc1nc(=O)n(-c3ccccc3)c(=O)n12,0.3%,34%[activator],-2%,-2%,-11,7,3%,1,·,0,4
O=C(CCCCn1c(=O)c2ccccc2n(CC(=O)NC2CCCC2)c1=O)NC1CCCC1,-0.3%,1%,-1%,2%,-29,-3,1%,3,-13%,6,3
Cc1cccc2c(C(=O)N3CCN(C(=O)c4ccco4)CC3)cc(-c3cccc(Br)c3)nc12,-0.4%,-8%,-12%,-1%,-21,-8,15%,-2,2%,7,3
CCC1Oc2ccc(C)cc2N(CC(=O)N(Cc2ccc(C)o2)C2CCCC2)C1=O (stereo not given),-0.2%,-4%,-14%,-3%,2,-10,?,?,-15%,9,4
Nc1c(N(CCC2=CCCCC2)C(=O)COc2ccc(F)cc2)c(=O)[nH]c(=O)n1Cc1ccccc1,0.5%,·,2%,·,-24,8,·,-1,·,-4,·
COc1ccc(CN(Cc2ccc(OC)cc2)S(=O)(=O)c2ccc(-n3cnnn3)c(C)c2)cc1,0.2%,8%,1%,0%,-18,-34,1%,2,-2%,45,1
O=[N+]([O-])c1cc(C(F)(F)F)ccc1-n1nnc2ccccc21,0.2%,2%,1%,2%,-10,1,-4%,7,-8%,-20,4
Cc1ccc2c(c1)Cc1nc3ccccc3nc1-2,0.1%,-3%,2%,13%,-4,4,-47%,29,1%,8,-8
CCS(=O)(=O)NCCc1csc(-c2ccccc2)n1,-0.2%,-1%,1%,0%,-12,-8,-3%,12,0%,-5,-2
CCCNc1cc(=O)n(C)c(=O)n1C,0.5%,2%,-1%,7%,-5,3,-6%,0,-1%,-1,0
COc1ccc(NC(=O)c2ccccc2)cc1NS(=O)(=O)c1ccc(F)cc1,-0.1%,8%,1%,1%,1,18,1%,5,7%,6,1
CC1=CC(C)(C)NC(=S)N1c1ccc(C)c(C)c1,-0.2%,1%,4%,-3%,-17,-7,1%,0,-12%,-3,0
COc1ccc(C)cc1NC(=O)CNC(=O)c1sc2ccccc2c1Cl,-0.1%,·,1%,·,37[activator],-13,·,-2,·,-4,·
Cc1cc(C)nc(SCc2ccccc2C#N)n1,0.2%,1%,-1%,2%,5,1,4%,0,-7%,-2,4

Complete entries, looked up by structure:
`COc1ccc(C)cc1NC(=O)CNC(=O)c1sc2ccccc2c1Cl` is listed as B2AR arrestin: -0.1%; MLL CXXC-DNA inh: ·; USP2a block: 1%; GALK inh: ·; Giardia killer: 37[activator]; KCNH2 3.1 block: -13; PKM2 act: ·; TRPV1 agonist: -2; Menin MLL FP TR: ·; hERG WT inh: -4; FBPA coupling cs: ·
`Cc1ccc2c(c1)sc1nc(=O)n(-c3ccccc3)c(=O)n12` is listed as B2AR arrestin: 0.3%; MLL CXXC-DNA inh: 34%[activator]; USP2a block: -2%; GALK inh: -2%; Giardia killer: -11; KCNH2 3.1 block: 7; PKM2 act: 3%; TRPV1 agonist: 1; Menin MLL FP TR: ·; hERG WT inh: 0; FBPA coupling cs: 4

Next part
SMILES,B2AR arrestin,MLL CXXC-DNA inh,USP2a block,GALK inh,Giardia killer,KCNH2 3.1 block,PKM2 act,TRPV1 agonist,Menin MLL FP TR,hERG WT inh,FBPA coupling cs
Cc1cc(Nc2ccc(Br)cc2)n2nc(C)nc2n1,-0.4%,-3%,0%,1%,11,13,-3%,3,-10%,0,0
CC(=O)Nc1ccc(S(=O)(=O)N2CCN=C2c2ccccc2)cc1,-0.8%,-12%,3%,-2%,-3,-5,3%,-3,·,-3,·
COc1cccc(C=Nc2ccccc2C#N)c1O,-1.2%,1%,0%,8%,2,18,3%,2,13%,16,-1
Cc1cccnc1NC(=O)C(C)Oc1ccccc1 (stereo not given),-0.3%,2%,2%,0%,-9,-5,11%,-1,-16%,-9,-1
O=C(O)COc1ccccc1/C=N/NC(=O)Cc1ccccc1,2.3%,4%,1%,3%,9,-1,1%,4,-7%,4,0
N#Cc1ccccc1S(=O)(=O)N1CCN(C(=O)[C@@H]2CCCN2C(=O)c2cccs2)CC1,-0.6%,·,0%,·,-21,9,·,1,·,-4,·
CC1(C)CC(=O)c2c(O)cc(OCC(=O)Nc3ccc(S(N)(=O)=O)cc3)cc2O1,-0.2%,-21%,0%,·,-4,-2,-1%,24,14%,2,3
CC(=O)Oc1cccc(/C=C2\C=C(c3ccc(C)cc3)OC2=O)c1,-0.4%,18%,0%,-1%,19,5,-2%,25,-14%,-7,1
Cc1ccc(S(=O)(=O)c2cc3c(=O)n4ccccc4nc3n(C3CCCCC3)c2=N)cc1,-0.3%,0%,1%,-2%,-7,·,8%,2,·,?,·
CN1CCC(N(C)CC(=O)Nc2ccc3c(c2)OC(F)(F)O3)CC1,-0.2%,-11%,-13%,1%,-3,-22,-12%,·,·,-9,6

Of the compounds above, these have bromine.
SMILES,B2AR arrestin,MLL CXXC-DNA inh,USP2a block,GALK inh,Giardia killer,KCNH2 3.1 block,PKM2 act,TRPV1 agonist,Menin MLL FP TR,hERG WT inh,FBPA coupling cs
Cc1ccc(NC(=O)CN(C)S(=O)(=O)c2cccs2)c(Br)c1,-0.2%,-1%,1%,0%,-3,8,2%,10,22%,-13,0
Cc1cccc2c(C(=O)N3CCN(C(=O)c4ccco4)CC3)cc(-c3cccc(Br)c3)nc12,-0.4%,-8%,-12%,-1%,-21,-8,15%,-2,2%,7,3
Cc1cc(Nc2ccc(Br)cc2)n2nc(C)nc2n1,-0.4%,-3%,0%,1%,11,13,-3%,3,-10%,0,0

Screens: PubChem BioAssay, National Center for Advancing Translational Sciences (NCATS)
